XiGFP reactiv: activators of X-chromosome reactivation in mouse fibroblasts; XiGFP mouse fibroblasts, % GFP-positive cells imaging, 3 d; cells co-treated with 5-aza-dC sensitizer; scaled so ellipticine positive control = 100%; 0.055% of 360,000 active; activation, % at 7.58 µM;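 active means mean normalized replicate activation at least 10% and every replicate at or above 10%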;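 further: 0% = median of on-plate neutral control wells and 100% = ellipticine 6 µM median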
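assay system = SV40-immortalized XiGFP fibroblast cells, line 68-5-11 | buffer or medium = DMEM plus 5-aza-dC sensitizer | doses = single-point pinned compound dosing | times = 3-day compound exposure, then 15 min fixation at room temperature | benchmarks = positive control ellipticine, 6 µM final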
INS-1E GSIS act: primary screen for activators of insulin secretion dependent on glucose, INS-1E cells, GLuc reporter luminescence. INS-1E GLuc reporter insulin secretion, 2-3 h. activation, % at 16.6 µM. 0.61% of 370,000 active;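 active means lowest replicate activation of at least 40%, so every replicate reaches that level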;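 further: 0% = median of neutral control wells and 100% = median of IBMX positive control wells; some compounds called inactive have numbers as strong as hits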
F508del corr: correctors of CFTR F508del function in bronchial epithelial cells; 0.36% of 350,000 active; AID 720511; activity (quench increase), % at 7.58 µM; CFBE cells, YFP halide quenching; stimulated with forskolin plus potentiator P3; % fluorescence drop versus neutral controls;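 active means mean added fluorescence quench of at least 8% versus neutral control, with both replicates also reaching 8%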;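 further: cells transiently co-express mutant CFTR-F508del with the halide-sensitive YFP; corrector assay measuring rescue of mutant channel to the surface after 24 h compound exposure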
esBAF inh: blocks esBAF chromatin remodeling in mouse ES cells; Bmi1-luciferase knock-in reporter, 24 h; 100% = twice the neutral-well signal; reporter increase, % at 12.5 µM; 2% of 350,000 active; AID 602393; in the data active means activation above about 40%;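 further: 0% = median of the plate's neutral control wells and 100% = double that signal; a rise in the Bmi1 reporter signal indicates esBAF inhibition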
RAD52 anneal inh: blocks human RAD52 DNA annealing; P43351; recombinant RAD52 DNA annealing, FRET fluorescence; inhibition, % at 18.7 µM; 0.46% of 360,000 active; AID 651710;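 active means every replicate showing at least 50% inhibition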
ARNT-TACC3 inh: disrupts binding between human ARNT and TACC3. 0.66% of 390,000 active. AlphaScreen His-ARNT PAS-B/GST-TACC3 binding, luminescence; TACC3 fragment carries E629A point mutation. Q9Y6A5. inhibition, % at 9.99 µM. AID 623870;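 active means mean inhibition of replicates at least 50% and at least half of replicates each reaching 50%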;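 further: 0% = complete ARNT plus TACC3 wells and 100% = ARNT alone without TACC3; many hits fall short of the cut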
ERAP1 inh: inhibitors of human ERAP1 aminopeptidase | 0.15% of 340,000 active | inhibition, % at 10.7 µM | recombinant ERAP1, Leu-AMC fluorescence, 60 min;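 active means mean replicate inhibition of at least 30%, or all replicates individually reaching that 30% level; inactive means mean below 30% and not every replicate reaching it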;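 further: 0% = neutral control wells and 100% = L-leucinethiol positive control wells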
RAD54 branch: inhibitors of human RAD54 branch migration; Q92698; RAD54 Holliday junction branch migration, FAM/BHQ fluorescence; inhibition, % at 10.4 µM; 0.14% of 360,000 active;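 active means mean normalized replicate activity at least 40 and at least half of replicates scoring 40 or more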;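 further: 0% = median of neutral control wells and 100% = median of positive control wells; inhibitors cause a drop in the FAM fluorescence signal; in these data hits start at about 50%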
Target sequence (Q92698 whole entry, looked up): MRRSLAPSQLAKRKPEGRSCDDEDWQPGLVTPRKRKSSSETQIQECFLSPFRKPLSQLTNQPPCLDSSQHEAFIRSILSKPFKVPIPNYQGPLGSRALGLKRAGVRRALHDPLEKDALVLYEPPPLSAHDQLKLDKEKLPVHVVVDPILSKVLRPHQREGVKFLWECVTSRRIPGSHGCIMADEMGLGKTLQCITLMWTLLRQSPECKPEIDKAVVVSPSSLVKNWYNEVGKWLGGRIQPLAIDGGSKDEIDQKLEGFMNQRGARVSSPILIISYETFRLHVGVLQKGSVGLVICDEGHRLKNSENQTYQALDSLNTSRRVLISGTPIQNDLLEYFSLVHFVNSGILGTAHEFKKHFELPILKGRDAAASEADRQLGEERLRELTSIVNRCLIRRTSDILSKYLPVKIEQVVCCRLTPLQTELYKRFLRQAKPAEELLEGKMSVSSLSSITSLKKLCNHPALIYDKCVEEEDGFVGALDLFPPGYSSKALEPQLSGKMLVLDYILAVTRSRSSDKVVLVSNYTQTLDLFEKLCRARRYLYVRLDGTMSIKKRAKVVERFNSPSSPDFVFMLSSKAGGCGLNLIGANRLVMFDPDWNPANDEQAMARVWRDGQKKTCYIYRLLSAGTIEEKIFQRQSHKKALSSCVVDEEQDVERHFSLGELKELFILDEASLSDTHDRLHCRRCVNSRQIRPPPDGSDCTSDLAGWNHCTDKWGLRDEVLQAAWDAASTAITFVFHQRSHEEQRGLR
Starred values were filed as active, the others as inactive; / = no result given.

SMILES	XiGFP reactiv	INS-1E GSIS act	F508del corr	esBAF inh	RAD52 anneal inh	ARNT-TACC3 inh	ERAP1 inh	RAD54 branch
CC(C)c1ccc(C2(C)NC(=O)N(CC(=O)NC3CCCC(C)C3C)C2=O)cc1 (centres undefined)	-0.1	-18	-0.6	-5	-3	-1	0	12
N#Cc1c2n(c3c(=O)n(Cc4ccccc4)cnc13)CCCC2	/	12	0.4	0	-2	-12	2	14
CC(=NNC(=O)c1cccc(S(=O)(=O)N2CCOCC2)c1)c1ccc(Cl)cc1	0.1	23	1.3	6	-13	-2	-1	/
CCn1c(SCC(=O)NC2CCCC2)nnc1-c1ccoc1C	0.3	26	-1.6	-3	3	-3	1	-10
CCCCN(C(=O)c1cc2c(s1)CCCCC2)c1c(N)n(CC(C)C)c(=O)[nH]c1=O	0.0	7	-2.5	3	-8	0	2	3
COC(=O)CSc1nccc(-c2cccs2)n1	0.3	-44	-9.3	-7	2	-2	0	2
CC(C)(C)c1ccc(NC(=O)COC(=O)C2CCCC2)cc1	0.5	-6	0.1	13	-2	3	-4	-4
Cc1noc(C)c1COc1cccc(C(=O)Oc2ccc3c(c2)OCO3)c1	/	10	/	-10	-8	0	0	1
CCC(=O)N(C)C[C@H]1Oc2cc(C#CC(C)(C)O)ccc2S(=O)(=O)N([C@H](C)CO)C[C@@H]1C	0.3	5	3.4	2	11	-8	-2	5
COc1ccc(S(=O)(=O)Nc2ccc3c(c2)C(=O)N([C@@H](C)CO)C[C@H](C)[C@@H](CN(C)S(=O)(=O)c2ccccc2)O3)cc1	-1.2	5	4.3	2	-11	-10	2	-7
COc1ccc(N2C(=O)CC(NNC(=O)c3cccnc3)C2=O)cc1 (centres undefined)	-0.1	1	0.0	0	-15	-6	4	6
CC(C)(C)c1ccc(-n2ncc3c2CCCC3NC(=O)CCn2cncn2)cc1 (centres undefined)	-0.1	2	-1.4	6	-6	-2	-2	-1
O=C(Nc1ccc(S(=O)(=O)Nc2nccs2)cc1)c1cnc(Cl)c(Cl)c1	-0.1	28	0.2	/	-38	-4	1	/
O=C(C[C@H]1CC[C@H]2[C@@H](COC[C@H](O)CN2C(=O)c2ccncc2)O1)NC1CCC1	0.0	9	-1.3	0	-3	-6	3	1
CCC(C)c1ccccc1N=Cc1ccc2c(c1)OCO2 (centres undefined)	0.0	1	0.5	-3	5	-8	2	-2
Cc1ccccc1S(=O)(=O)NCC[C@@H]1CC[C@@H](NC(=O)C2CCCCC2)[C@H](CO)O1	0.0	0	-1.1	3	0	-14	-3	-3
CCOc1ccc2ccccc2c1/C=N/n1cncn1	/	-1	/	-2	/	-5	/	7
C[C@H](O)C#Cc1cnc2c(c1)C(=O)N([C@@H](C)CO)C[C@@H](C)[C@H](CN(C)Cc1ccc(-c3ccccc3)cc1)O2	-0.7	-15	-2.6	-8	-1	2	0	-1
COc1ccc(NC(=O)c2cc3c(Cl)nc4ccccc4c3s2)cc1OC	0.0	5	2.3	/	-8	-6	2	6
CC(=O)Nc1cccc(C(=O)Nc2ccc(S(=O)(=O)NC3=NCCCCC3)cc2)c1	0.2	0	1.4	0	-3	1	0	/

Filtered by structure: the entries above with an aryl methoxy group (3)
SMILES	XiGFP reactiv	INS-1E GSIS act	F508del corr	esBAF inh	RAD52 anneal inh	ARNT-TACC3 inh	ERAP1 inh	RAD54 branch
COc1ccc(S(=O)(=O)Nc2ccc3c(c2)C(=O)N([C@@H](C)CO)C[C@H](C)[C@@H](CN(C)S(=O)(=O)c2ccccc2)O3)cc1	-1.2	5	4.3	2	-11	-10	2	-7
COc1ccc(N2C(=O)CC(NNC(=O)c3cccnc3)C2=O)cc1 (centres undefined)	-0.1	1	0.0	0	-15	-6	4	6
COc1ccc(NC(=O)c2cc3c(Cl)nc4ccccc4c3s2)cc1OC	0.0	5	2.3	/	-8	-6	2	6

(list continues)
SMILES	XiGFP reactiv	INS-1E GSIS act	F508del corr	esBAF inh	RAD52 anneal inh	ARNT-TACC3 inh	ERAP1 inh	RAD54 branch
O=c1c([N+](=O)[O-])c(N2CCOCC2)c2ccccc2n1-c1ccccc1	0.1	8	-0.8	/	-7	2	/	/
COC(=O)C(Cc1ccccc1)NC(=O)CNC(=O)c1ccccc1OC (centres undefined)	0.4	-3	-0.9	1	-6	0	-3	-5
CC(C)NC(=O)N(C)C[C@H]1Oc2cc(Br)ccc2S(=O)(=O)N([C@@H](C)CO)C[C@H]1C	0.0	/	0.2	-5	-6	-6	2	-5
Nc1ncnc2c1ncn2C1CCCO1 (centres undefined)	0.2	/	0.0	4	12	1	-1	4
C=CCSc1nc2ccccc2n1C(=O)/C=C/c1ccc(OC)c(OC)c1	/	4	-8.6	5	-5	3	2	2
Cc1c(NC(=S)Nc2ccc(Cl)cc2)c(=O)n(-c2ccccc2)n1C	-0.1	-5	-2.8	/	-6	-7	3	/
O=C(c1cccc(-c2ccccc2)c1)N1CC[C@@H](N2CCC(O)CC2)[C@H](O)C1	-0.1	4	0.4	2	-16	2	0	-6
O=C(NCCC1=CCCCC1)C1CCC(=O)N(Cc2ccc(Cl)cc2)C1 (centres undefined)	0.0	-17	-1.7	/	2	0	1	0
COc1ccc(CCNC(=O)c2cc(COc3c(F)cccc3F)on2)c(OC)c1	0.3	1	0.8	27	-15	-4	2	0
CC(C)c1ccc(NC(=O)CN2C(=O)c3ccccc3S2(=O)=O)cc1	0.6	-5	-2.2	-14	-6	14	0	-21
COc1ccc(CC2CC(=O)N(c3ccc(C)cc3)C2=O)cc1 (centres undefined)	0.0	5	0.2	-8	-9	-1	0	3
O=C(COc1ccc(Cl)cc1)NCCN1CCCC1	0.3	10	-0.3	-8	-1	5	-1	4
CCOC(=O)C1=CCN(S(=O)(=O)c2ccc(C)cc2)C1c1ccc(CC)cc1 (centres undefined)	-0.2	4	-0.3	-5	6	/	5	8
COc1cc(NS(=O)(=O)c2ccc(NC(=S)NC(=O)/C=C/c3ccc(F)cc3)cc2)ncn1	0.1	17	1.8	-1	-7	-3	1	/
CC(C)CNC(=O)c1ccccc1C(=O)NC1(C(=O)NCC(C)C)CCCC1	0.1	/	2.8	4	4	3	0	-7
C[C@H]1CN([C@@H](C)CO)C(=O)Cc2cc(NS(=O)(=O)c3ccc(F)cc3)ccc2O[C@H]1CN(C)Cc1ccc(Oc2ccccc2)cc1	-0.7	-5	-2.1	-8	-17	-20	1	-2
COc1ccc(N=Cc2oc3ccc4ccccc4c3c2O)cc1	0.1	3	-2.8	/	-115	0	0	/
C/C=C/c1ccc([C@H]2[C@@H](CNC(C)=O)N(C(=O)Cc3ccncc3)[C@H]2CO)cc1	0.3	2	1.1	-1	-21	-6	1	-4
C[C@@H]1CN([C@@H](C)CO)S(=O)(=O)c2ccc(C#Cc3cccnc3)cc2O[C@@H]1CN(C)C	-0.9	11	-0.2	-5	16	8	0	8
CC(C)CC#Cc1cnc2c(c1)C(=O)N([C@@H](C)CO)C[C@@H](C)[C@H](CN(C)C(=O)c1ccccc1)O2	-0.6	-29	-2.3	1	7	-2	-1	-1
C/C(=N\NS(=O)(=O)c1ccc([N+](=O)[O-])cc1)c1ccc(NC(=O)c2ccco2)cc1	0.0	-16	-2.3	0	-9	-3	2	-5
CCn1nc(NS(=O)(=O)c2ccc([N+](=O)[O-])cc2)c2cc3cc(C)ccc3nc21	0.0	-11	2.7	-5	-21	-2	0	-8
Cc1ccc(/C([O-])=C(/C(=S)Nc2ccc(SC(F)F)cc2)[n+]2ccccc2)cc1[N+](=O)[O-]	0.0	/	3.0	/	5	1	25	/
CN1CCN(c2ccc(S(=O)(=O)N3CCOCC3)cc2NC(=O)COc2ccc(F)cc2Cl)CC1	-0.1	-11	0.2	/	0	4	-4	-14
COc1ccc(C(=O)NC2CC2)cc1OC1CCN(Cc2ccc(F)cc2Cl)CC1	0.2	0	2.0	/	-12	/	-1	22
COc1ccc(CN2CCN(Cc3cc4ccccc4o3)CC2CCO)cc1C (centres undefined)	0.0	-17	-0.6	-1	-16	21	-1	2
CC(C)(C)c1ccc(S(=O)(=O)Nc2ccccn2)cc1	0.0	2	0.6	-2	-17	-7	4	-2
C[C@@H]1CN([C@H](C)CO)C(=O)c2cccc(NS(=O)(=O)c3ccc(F)cc3)c2O[C@H]1CN(C)CC1CC1	-0.7	10	-1.4	0	-2	-25	-1	1
NC(=O)COC(=O)/C=C/c1ccccc1[N+](=O)[O-]	-0.1	16	0.4	/	-6	-2	-1	/
CCOC(=O)[C@@H]1[C@H]2COc3ccc(Br)cc3[C@@H]2N2C(=O)N(c3cccc(Cl)c3)C(=O)[C@@]12C	0.5	1	3.5	1	-10	-1	/	1
COc1ccc(-c2cc(C(F)(F)F)nc(SCC(=O)NCCCN3CCOCC3)n2)cc1	-0.1	4	2.1	/	-20	/	1	/
COc1ccc(NC(=O)Nc2ccc3c(c2)C(=O)N([C@H](C)CO)C[C@H](C)[C@H](CN(C)S(=O)(=O)c2cccs2)OCCCC[C@H](C)O3)cc1	-0.6	-30	2.1	-2	5	5	-4	22
O=C(C[C@@H]1CC[C@@H]2[C@H](COC[C@@H](O)CN2Cc2ccccc2F)O1)NC1CCC1	0.3	-3	-0.8	6	5	-3	-4	-7
COc1cc(OC)c(CN2CCC(CO)(CCOc3ccccc3)CC2)c(OC)c1	0.1	-1	3.0	/	-12	-10	-2	/
C=CCN1C(=O)C2(/C(=C(\O)c3ccc4c(c3)OCCO4)C(=O)C(=O)N2CCCOC)c2ccccc21 (centres undefined)	/	-6	1.3	0	-24	1	2	6
CO[C@@H]1CN(C)C(=O)c2ccc(NC(=O)c3nc4ccccc4s3)cc2OC[C@@H](C)NC[C@@H]1C	0.0	-6	6.4	3	10	-1	3	11
C[C@@H]1CN([C@@H](C)CO)C(=O)c2cc(-c3cccnc3)cnc2O[C@@H]1CN(C)C(=O)C1CCOCC1	-0.9	11	-2.5	-2	4	-4	-2	-5
O=C(OCC(=O)N1CCCC1=O)c1cccc(S(=O)(=O)N2CCOCC2)c1	-0.1	1	2.0	-3	-9	-2	1	-9
COc1cccc(C2CCCN2Cc2nc(CC3CC3)no2)c1 (centres undefined)	0.0	0	0.9	0	-51	-9	-3	8
C[C@@H]1CN([C@H](C)CO)C(=O)c2cccc(NC(=O)c3cnccn3)c2O[C@H]1CN(C)S(=O)(=O)c1ccc(Cl)cc1	-1.3	18	0.7	-2	/	/	/	/

Single records, from the list above. Order of screens: XiGFP reactiv	INS-1E GSIS act	F508del corr	esBAF inh	RAD52 anneal inh	ARNT-TACC3 inh	ERAP1 inh	RAD54 branch
COc1cc(OC)c(CN2CCC(CO)(CCOc3ccccc3)CC2)c(OC)c1 is listed with 0.1	-1	3.0	/	-12	-10	-2	/
CO[C@@H]1CN(C)C(=O)c2ccc(NC(=O)c3nc4ccccc4s3)cc2OC[C@@H](C)NC[C@@H]1C is listed with 0.0	-6	6.4	3	10	-1	3	11

The listing continues.
SMILES	XiGFP reactiv	INS-1E GSIS act	F508del corr	esBAF inh	RAD52 anneal inh	ARNT-TACC3 inh	ERAP1 inh	RAD54 branch
COc1ccc(N(CC(=O)Nc2ccccc2C(=O)NCCc2ccccc2)S(C)(=O)=O)cc1OC	/	15	/	-3	/	2	/	4
CSc1nc(N(C)C)c2ccccc2n1	0.1	41	-1.8	/	5	-3	-3	/
COC(=O)c1c(C(=O)OC)c(-c2cccc(C)c2)n2c1CS(=O)C2 (centres undefined)	-0.1	1	-2.0	/	-14	1	2	/
COc1ccc(C(NC(=O)/C=C/c2ccco2)c2ccc(OC)c(OC)c2)cc1 (centres undefined)	0.0	1	/	/	-27	/	2	/
O=C(NCc1cccnc1)c1nc(-c2ccc(C(F)(F)F)cc2)no1	0.1	-31	-1.1	/	-1	-5	-5	/
CSc1nnc(-c2cccn(Cc3ccccc3)c2=O)o1	0.1	-1	-7.2	3	-24	1	-2	-5

Screening results as filed in PubChem BioAssay.
